Screens (PubChem BioAssay)
TPT1 inhibitor = C. albicans TPT1 enzyme inhibition | inhibition, % at 5 µM | recombinant caTPT1, FP RNA substrate dephosphorylation | hit rate 0.81% among 300,000;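 active = inhibition above the mean of all tested compounds plus 3 SD, set per screening campaign, cut at about 24% in these data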;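 note: plate controls were DMSO alone for no effect and ferristatin control at 100 nM for full effect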
GLD-1 TGE inh = GLD-1-TGE RNA interaction inhibition (C. elegans); Q17339; purified GLD-1 + fluorescein TGE RNA, fluorescence polarization; inhibition, % at 5.96 µM; hit rate 0.44% among 320,000; AID 2280;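 active = percent inhibition above a per-plate cutoff, the plate mean of test compounds plus 3 SD, cut at about 30% in these data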;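 note: 0% = DMSO wells with GLD-1 and probe and 100% = wells lacking GLD-1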
MCL1-BIM inh = inhibitors of human MCL1 binding to BIM-BH3 peptide; Q07820; hit rate 0.68% among 320,000; GST-MCL1 / FITC-Bim-BH3 fluorescence polarization; AID 2057; inhibition, % at 10.9 µM;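 active = inhibition above the mean inhibition of all tested compounds plus 3 SD, set per campaign, cut at about 40% in these data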;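 note: 0% = DMSO wells and 100% = unlabeled Bim-BH3 peptide control; higher means more loss of mP so more displacement of Bim peptide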
BCLXL inh = inhibitors of human Bcl-xL. Q07817. GST-Bcl-xL / FITC-Bim BH3 peptide fluorescence polarization. inhibition, % at 10.9 µM. hit rate 0.7% among 320,000;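 active = inhibition above the mean of all tested compounds plus 3 SD, cutoff set per campaign, cut at about 30% in these data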;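 note: 0% = DMSO wells and 100% = unlabeled Bim-BH3 peptide competitor; inhibitors lower millipolarization by displacing the labeled peptide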
MEX-5 binding = C. elegans MEX-5 TCR-2 RNA binding activity | MEX-5/FITC-TCR2 RNA binding, fluorescence polarization; stronger effect = lower value | hit rate 0.38% among 300,000 | activity score (negative = inhibition of binding), % at 10 µM | Q9XUB2;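 active = inhibition past about -25% in most replicates, and total fluorescence under double the plate's negative control median, limit read from the data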;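 note: 0% = DMSO and -100% = 5 µM competing unlabeled TCR2 RNA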
Target sequence (Q9XUB2 whole entry, looked up): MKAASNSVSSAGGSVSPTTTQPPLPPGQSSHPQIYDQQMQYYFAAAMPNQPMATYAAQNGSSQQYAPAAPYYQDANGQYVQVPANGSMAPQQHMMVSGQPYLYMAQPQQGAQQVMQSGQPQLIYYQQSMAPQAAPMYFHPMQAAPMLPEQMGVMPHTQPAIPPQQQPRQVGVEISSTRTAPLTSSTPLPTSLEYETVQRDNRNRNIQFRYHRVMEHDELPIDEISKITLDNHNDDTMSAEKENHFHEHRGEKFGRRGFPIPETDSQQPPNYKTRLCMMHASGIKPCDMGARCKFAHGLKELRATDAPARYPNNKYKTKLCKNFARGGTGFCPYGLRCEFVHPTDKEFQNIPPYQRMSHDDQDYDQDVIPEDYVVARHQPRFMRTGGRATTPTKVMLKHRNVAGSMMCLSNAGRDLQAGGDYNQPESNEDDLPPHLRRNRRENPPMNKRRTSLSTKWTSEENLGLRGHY
PAD4 inh = inhibitors of human PAD4; recombinant PAD4, RCA probe fluorescence polarization; inhibition, % at 6.36 µM; hit rate 0.41% among 330,000; AID 485272;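 active = percent inhibition above a cutoff equal to the mean of all tested compounds plus 3 SD, cut at about 15% in these data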;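 note: 0% = PAD4 with RCA probe and DMSO and 100% = probe without PAD4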
Target sequence (Q9UM07 whole entry, looked up): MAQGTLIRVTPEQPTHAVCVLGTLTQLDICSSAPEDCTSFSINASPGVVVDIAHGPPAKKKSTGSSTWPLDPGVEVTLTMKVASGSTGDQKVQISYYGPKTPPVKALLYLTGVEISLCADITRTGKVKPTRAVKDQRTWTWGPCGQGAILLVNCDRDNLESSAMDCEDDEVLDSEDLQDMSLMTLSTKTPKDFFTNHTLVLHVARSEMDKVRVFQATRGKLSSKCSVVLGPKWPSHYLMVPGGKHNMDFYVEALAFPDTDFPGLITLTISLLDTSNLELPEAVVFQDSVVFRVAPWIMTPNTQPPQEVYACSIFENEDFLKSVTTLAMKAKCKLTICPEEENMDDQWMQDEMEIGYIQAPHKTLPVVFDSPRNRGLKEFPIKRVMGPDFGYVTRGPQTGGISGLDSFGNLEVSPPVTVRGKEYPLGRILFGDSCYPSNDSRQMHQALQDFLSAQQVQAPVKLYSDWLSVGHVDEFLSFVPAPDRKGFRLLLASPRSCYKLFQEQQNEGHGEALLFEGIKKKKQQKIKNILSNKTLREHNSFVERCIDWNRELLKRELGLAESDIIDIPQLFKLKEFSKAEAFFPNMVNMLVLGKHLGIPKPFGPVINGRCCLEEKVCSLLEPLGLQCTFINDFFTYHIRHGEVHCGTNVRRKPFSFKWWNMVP
GSTO1 inh = GSTO1 inhibition, counter-screen for RBBP9 inhibitors. recombinant GSTO1, activity-based probe fluorescence polarization. inhibition, % at 5.96 µM. hit rate 1.1% among 300,000;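 active = inhibition above the campaign mean inhibition plus 3 SD, cut at about 35% in these data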;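 note: 0% = GSTO1-1 with DMSO and 100% = wells lacking GSTO1-1 enzyme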
Fam108B inh = blocks mouse Fam108B hydrolase in RBBP9 counter-screen; hit rate 0.33% among 300,000; inhibition, % at 9.51 µM; recombinant Fam108B, FP-Rh probe fluorescence polarization;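 active = inhibition above the screen mean inhibition plus 3 SD, computed separately per campaign, cut at about 18% in these data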;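 note: inhibitors lower polarization as less probe binds the enzyme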
PME-1 primary = blocks human protein phosphatase methylesterase 1 | Q9Y570 | recombinant PME-1, FP-Rh probe fluorescence polarization | inhibition, % at 5.9 µM | hit rate 0.53% among 320,000;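 active = inhibition above the campaign mean of all compounds plus 3 SD, cut at about 26% in these data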;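 note: competitive labeling of PME-1 active site by serine hydrolase directed probe; 0% = PME-1 with DMSO and 100% = wells lacking PME-1 enzyme; inhibitors block probe labeling so polarization falls and inhibition rises; many of its hits are not listed in these tables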
Active calls of the source: *; x = not tested or not shown. An excerpt (hit frequency here may not be typical).

SMILES	TPT1 inhibitor	GLD-1 TGE inh	MCL1-BIM inh	BCLXL inh	MEX-5 binding	PAD4 inh	GSTO1 inh	Fam108B inh	PME-1 primary
COc1cccc(CNCC(=O)N2C(C)CCCC2C)c1 (configuration not stated)	-3	4	5	-4	0.1	-1	2	-3	3
COc1ccc(-n2c(C)c(C(C)=O)c(C(C)=O)c2C)cc1OC	3	-1	2	3	0.2	-2	5	-1	5
CC(=O)Nc1cccc(NC(=O)CSc2nnc(Cc3cccn3C)n2CCc2ccccc2)c1	-2	-2	-14	-9	2.7	-9	-5	-4	-6
O=C(NCc1ccccc1Br)c1cccc2c1C(=O)c1ccc(N3CCOCC3)cc1S2(=O)=O	x	-7	-1	0	x	2	x	x	-6
Cc1c(N=C(N)/N=C(\N)Nc2ccccc2)c(=O)n(-c2ccccc2)n1C	-2	3	8	3	-2.7	-2	2	2	2
COc1ccc2sc(N(CCCN(C)C)C(=O)c3ccc(S(=O)(=O)N(C)Cc4ccccc4)cc3)nc2c1	-1	6	0	-1	-0.5	-7	1	1	-2
O=C(COC(=O)CNC(=O)c1ccccc1F)Nc1cccnc1Cl	-2	10	1	5	-1.0	2	12	3	-6
CCOC(=O)C1=C(CC)Nc2ccccc2N=C1N	1	4	-2	1	-0.3	-1	-6	7	-1
O=C(CNC(=O)C1CCCCC1)OCc1cc(=O)oc2ccc3ccccc3c12	0	5	5	7	-3.4	-5	1	-3	-2
Cn1nc(C(=O)NCC2CCCO2)c2ccccc2c1=O (configuration not stated)	-1	4	7	0	0.6	2	75*	2	1
CCOc1ccc(C(=O)NC2CCN(CC(=O)NCc3ccccc3)CC2)cc1	0	-14	-3	1	1.4	3	-2	4	2
CC(=NCc1ccco1)c1c(O)n(C2CCCCC2)c(=O)[nH]c1=O	7	2	-2	-1	0.1	-1	1	-1	3
CC(C)(C)C1CCC(OC(=O)c2ccncc2)CC1 (configuration not stated)	1	-1	1	5	-2.0	5	2	-1	-1
COc1ccc(Cl)cc1N(CC(=O)Nc1ccccc1C(=O)N1CCOCC1)S(C)(=O)=O	-1	3	3	5	-2.5	0	2	-5	2
COc1ccc(C(=O)NCc2nnc(SCC(=O)Nc3nc4ccc(C)cc4s3)o2)cc1OC	0	7	15	4	0.4	-3	0	-2	-2
O=C(N/N=C/C=C/c1ccccc1)c1n[nH]c2c1CCC2	-1	7	2	2	0.9	0	-4	-1	-6
Cc1ccc2nc(SCC(=O)Nc3ccccc3F)nc(=O)n2c1	0	-3	0	1	-1.9	-1	2	-2	-5
O=c1[nH]c2ccccc2nc1C(Cl)c1ccccc1 (configuration not stated)	-2	-1	4	7	-3.8	1	-10	-3	-6
CCOC(=O)CCCSc1nnc(CCCCCN2C(=O)c3cccc4cccc(c34)C2=O)o1	0	5	2	2	0.4	2	-2	-5	-4
O=C(CCl)Nc1ccccc1Sc1ccc(Cl)cc1	-2	5	5	6	-2.8	7	90*	-3	2
Cc1cc(SCC(=O)Nc2ccc(O)cc2)n2nc(C)c(-c3ccccc3)c2n1	0	5	0	5	2.4	0	-16	-4	3
Cc1ccc(N(C(C)C(=O)Nc2cccc(N(C)S(C)(=O)=O)c2)S(C)(=O)=O)cc1 (configuration not stated)	1	-3	4	4	-3.7	-1	-3	0	-6
Cc1ccc(-c2nc(CS(=O)CC(=O)NC3CC3)c(C)o2)cc1 (configuration not stated)	-2	1	6	6	-2.1	3	-1	-3	3
O=C(NCCc1nc(-c2ccccc2Cl)no1)c1ccccc1	0	2	2	-3	-1.3	-3	3	-1	-1
Cc1cccc(C)c1N(CC(O)Cn1c2ccccc2c2ccccc21)S(C)(=O)=O (configuration not stated)	-1	9	6	4	-0.2	-6	-1	-5	2

(list continues)
SMILES	TPT1 inhibitor	GLD-1 TGE inh	MCL1-BIM inh	BCLXL inh	MEX-5 binding	PAD4 inh	GSTO1 inh	Fam108B inh	PME-1 primary
COC(=O)c1ccc(C(=O)OC)c(NC(=O)COC(=O)c2ccc(OC)c(OC)c2OC)c1	-2	5	4	3	-0.2	3	-3	0	-8
CN(C)S(=O)(=O)c1ccc(C(=O)Nc2nc(-c3ccccc3)c(C(=O)c3ccccc3)s2)cc1	0	10	11	2	0.3	-2	-17	0	1
COc1cc(NC(=O)Cn2cnc(S(=O)(=O)N3CCCCC3)c2)cc(OC)c1OC	-3	5	8	7	2.1	3	12	-2	-1
Cc1ccc(C(=O)NCCNC(=O)c2ccc(F)cc2)cn1	-5	8	13	-2	2.0	-4	-4	3	4
CCCn1c(NC(=O)c2ccco2)nc2ccccc21	-2	5	2	6	3.0	1	-6	-6	-5
O=[N+]([O-])c1ccc(Cl)c(CN2CCC(O)CC2)c1	1	3	2	0	0.3	-1	-1	-2	1
NNC(=O)Cn1c(-c2ccccc2)cc2ccccc21	-2	-4	0	8	1.0	0	-1	-2	-14
CN(C)c1nc(N(C)C)nc(N(C#N)CCOc2ccccc2)n1	3	-2	-7	-2	-2.6	-5	7	-2	-5
COc1ccc(NC(=O)[C@@H](NC(N)=O)C(C)C)cc1Cl	1	9	-2	8	-1.4	3	8	-3	-8
Cn1c(CCNC(=O)c2ccccc2)nc2cc(NC(=O)C3CCCCC3)ccc21	-3	4	3	4	2.9	-2	2	-3	4
CCOC(=O)N1CCN(S(=O)(=O)c2cc(Br)cc3c2N(C(=O)C2CC2)CC3)CC1	-3	0	-6	-4	-1.7	0	2	-1	2
Cn1c(CNC(=O)CNC(=O)c2ccccc2F)cc(=O)n(C)c1=O	0	0	5	3	-0.4	1	3	3	-5
CCn1cc(C(=O)OCc2cccc(Br)c2)c(=O)c2ccc(C)nc21	-2	4	-4	8	-4.0	-1	-1	2	-2
O=S(=O)(NC1CC1)c1cccc(S(=O)(=O)N2CCCC2)c1	-4	2	-3	1	0.4	0	3	0	-6
CC(C)(C)C(=O)N1CCN(C(=O)c2ccco2)CC1	-3	-4	-1	0	1.4	-1	4	1	-1
COc1ccc(S(=O)(=O)N2CCC(C(=O)Nc3ccccc3C)CC2)c2cccnc12	1	-4	-1	6	0.4	0	6	-3	-7
Cc1ccc(NC(=O)CN(C)CC(=O)Nc2ccccc2-c2ccccc2)cc1	-2	6	-9	-8	0.1	2	-3	-6	-1
CCS(=O)(=O)c1ccc(NC(=O)c2ccccc2Cl)c(O)c1	-3	10	13	10	1.6	2	-2	0	-5
O=C(c1cc2cc(Cl)cc(Cl)c2oc1=O)N1CCOCC1	1	-8	0	1	-1.7	-1	2	0	6
CC(C)c1ccc2oc(=O)cc(CN3CCN(c4ccccc4)CC3)c2c1	-4	2	2	3	2.7	-6	-1	-2	-4
N=c1n(CCO)c2ccccc2n1CCOc1ccccc1	1	0	-1	0	-1.7	3	13	3	1
O=C(CCCN1C(=O)/C(=C/c2ccccc2Cl)SC1=S)Nc1ccccn1	-2	3	12	5	2.5	-4	7	-7	-2
COc1ccc(NC(=O)Cn2nc([N+](=O)[O-])c(Cl)c2C)cc1OC	0	3	3	1	-1.6	2	3	3	4
COc1ccccc1NC(=O)COC(=O)/C=C/c1ccc2c(c1)OCO2	2	0	-7	-5	1.2	-6	3	-2	3
Cc1ccccc1NC(=O)C1CCCN1C(=O)NC1CCCCC1 (configuration not stated)	-3	13	6	2	-1.2	1	5	1	9

Other entries follow.
SMILES	TPT1 inhibitor	GLD-1 TGE inh	MCL1-BIM inh	BCLXL inh	MEX-5 binding	PAD4 inh	GSTO1 inh	Fam108B inh	PME-1 primary
COc1ccc(-c2nc(C3CCCCC3)no2)cc1OC	-3	4	0	2	0.0	1	-3	4	0
O=C(CCNS(=O)(=O)c1ccccc1C(F)(F)F)NCc1ccc2c(c1)OCO2	3	7	-10	-6	4.4	-1	4	2	-4
CCCCCC(=O)NNC(=O)c1ccc(F)cc1	0	8	6	4	1.2	-4	4	-7	0
COC(=O)[C@@H]1C[C@@]2(Br)c3ccccc3N(S(=O)(=O)c3ccccc3)[C@H]2N1C(=O)OC	0	-3	10	3	1.1	2	6	-4	0
CC(C)C(=O)Nc1cc(C(F)(F)F)ccc1N1CCOCC1	1	6	-2	0	-2.0	-2	-5	2	1
CC(=O)c1ccc(N2CCN(C(=O)Cn3c(=S)[nH]c4ncccc4c3=O)CC2)cc1	0	4	8	1	0.6	-2	4	-2	-7
Cc1ccc(C)c(OCCn2cc(/C=C(\C#N)C(=O)NCc3cccs3)c3ccccc32)c1	1	-3	0	1	1.6	1	4	-20	-13
COC(=O)C1C/C(=N\NS(=O)(=O)c2ccc(C)cc2)c2ccccc2C1 (configuration not stated)	1	3	3	4	-4.1	-1	0	4	5
CCOc1cc(C2/C(=C(/O)c3ccc(S(=O)(=O)N4CCCCC4)cc3)C(=O)C(=O)N2CCOC)ccc1O (configuration not stated)	3	11	4	5	-0.5	0	7	0	5
O=[N+]([O-])c1cccc(-c2ccc(/C=N/NC(=S)NCc3ccco3)o2)c1	-4	2	-1	-1	-2.2	1	0	1	18
COc1ccc(N(CC(=O)NCc2ccco2)S(C)(=O)=O)cc1	-1	9	6	-1	-0.1	1	4	4	1
Cc1c(C(c2cccc([N+](=O)[O-])c2O)c2c(C)n(C)n(-c3ccccc3)c2=O)c(=O)n(-c2ccccc2)n1C	-4	0	-1	3	x	-1	-11	4	-1
CCOC(=O)c1c(NC(=O)Cc2cccs2)sc2c1CCCC2	2	7	6	7	-1.8	1	10	-2	-3
Cc1nc(CNS(=O)(=O)c2cccs2)cs1	0	1	4	5	0.7	-5	6	-1	-6
O=C(CCC(=O)N(CC(=O)NC1CCCCC1)c1ccc2c(c1)OCO2)Nc1ccccn1	-2	6	6	8	0.1	3	2	-4	1
COc1cc(CC(=O)Nc2sccc2C(N)=O)cc(OC)c1OC	76*	-34	-84	-48	1.2	0	-7	0	-10
COc1ccc(CNC(=O)C2CCCN2S(=O)(=O)c2ccc(F)cc2)cc1 (configuration not stated)	1	4	1	3	1.3	-2	10	1	4
O=C(CNC(=O)c1ccccc1)Nc1ccsc1C(=O)O	-6	3	-3	1	-1.0	6	-10	8	-1
COc1ccc(C(=O)OCC(=O)NC(C)(C)C)cc1[N+](=O)[O-]	-3	-3	-7	2	5.3	5	7	-3	1
CCc1cc2ccc(C)c(C)c2nc1SCC(=O)NNC(=O)c1ccco1	-1	-1	0	5	1.2	1	2	-1	-7
O=C(COC(=O)c1ccc2c(c1)OCO2)Nc1ncc(Cl)cc1Cl	2	9	3	8	-4.5	1	-12	2	2
COc1cccc(Nc2nc(N)nc(C(F)(F)F)n2)c1	-8	0	11	2	-1.8	0	5	-3	4
O=C(c1cc(Cl)nc2ccccc12)N(Cc1nnc(-c2ccc(Cl)cc2)o1)C1CC1	-1	4	8	4	2.4	1	-2	-2	3
CCOC1=C/C(=C/c2c(N)n3oc(C)cc3nc2=O)C=CC1=O	12	-4	-2	0	2.0	0	12	7	1
CN(C)CC1CCCCC1OC(=O)c1ccc(Br)cc1 (configuration not stated)	0	-3	-6	-1	-0.4	-7	-5	6	1
Cc1ccc(OCCNC(=O)c2cccc(S(=O)(=O)N3CCN(C)CC3)c2)cc1	x	0	-1	2	x	-4	x	x	0
O=C(Cn1ccc2cc(S(=O)(=O)N3CCCC3)ccc21)NCCc1ccccc1	0	4	7	3	-2.2	4	1	3	9
CC(=O)N1CCN(c2ccc(NC(=O)c3ccc(C)cc3)cc2)CC1	-6	-11	6	8	2.4	-4	9	12	0
CC(C)(C)c1ccc(C(=O)O)c(C(=O)c2ccc(C(=O)O)cc2)c1	0	0	4	3	-0.3	6	14	0	0
Cc1cc(N2CCOCC2)nc(NCc2ccccc2)n1	0	6	3	2	1.5	1	2	2	-5
